Screens as filed in PubChem.
TDP1 cell noCPT = qHTS for Inhibitors of human tyrosyl-DNA phosphodiesterase 1 (TDP1): qHTS in cells in absence of CPT. AID 686978, 2013. 420,000 compounds, 15% hits. DT40 Tdp1-/- hTDP1 cells, no CPT, ATP luminescence, 48 h. Potency, µM (highest dose often 46.2 µM), without a hit: top-dose activity change, negative = growth inhibition, actives largely listed as inhibitors; note: nearly all actives have a fitted effect of over 55% in size
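Chicken DT40 Tdp1-/- cells stably complemented with human TDP1 were seeded at 400 cells/well with DMSO in place of 20 nM camptothecin. After compound pinning, cells grew at least 48 hr at 37 °C; viability read by CellTiter-Glo luminescence.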
KAT2A inh = inhibitors of human GCN5L2 histone acetyltransferase; Q92830; GCN5L2 HAT assay, ThioGlo1 CoA-SH fluorescence; Potency, µM (series often up to 58.9 µM), without a hit: at the top dose activity change, negative = inhibition, hits mostly inhibitors; 390,000 compounds, 0.21% hits
Target sequence (Q92830 whole entry, looked up): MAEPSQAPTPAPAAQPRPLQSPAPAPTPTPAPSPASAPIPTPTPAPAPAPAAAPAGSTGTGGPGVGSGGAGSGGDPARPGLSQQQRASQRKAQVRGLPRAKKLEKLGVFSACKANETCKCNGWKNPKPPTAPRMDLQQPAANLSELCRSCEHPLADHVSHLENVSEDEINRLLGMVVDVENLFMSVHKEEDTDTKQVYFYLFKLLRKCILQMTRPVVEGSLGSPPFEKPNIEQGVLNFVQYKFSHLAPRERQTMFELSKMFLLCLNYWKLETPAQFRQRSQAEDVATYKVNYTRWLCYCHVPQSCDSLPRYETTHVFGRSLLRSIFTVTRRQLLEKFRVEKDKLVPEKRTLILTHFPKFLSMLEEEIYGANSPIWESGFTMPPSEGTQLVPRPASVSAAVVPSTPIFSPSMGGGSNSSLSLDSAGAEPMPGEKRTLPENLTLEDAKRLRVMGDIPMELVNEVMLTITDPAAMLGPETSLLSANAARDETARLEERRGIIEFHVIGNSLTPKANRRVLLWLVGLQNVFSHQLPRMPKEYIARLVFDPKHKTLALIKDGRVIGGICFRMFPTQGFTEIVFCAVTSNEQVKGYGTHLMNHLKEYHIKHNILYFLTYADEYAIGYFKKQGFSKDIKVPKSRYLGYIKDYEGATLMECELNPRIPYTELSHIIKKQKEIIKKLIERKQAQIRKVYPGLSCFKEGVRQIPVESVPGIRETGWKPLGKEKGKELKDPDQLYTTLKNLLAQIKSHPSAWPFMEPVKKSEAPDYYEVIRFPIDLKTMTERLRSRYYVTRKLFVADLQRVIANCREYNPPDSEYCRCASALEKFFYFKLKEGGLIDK
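Fluorescence readout, Ex340nm/Em540nm: ThioGlo1 (50uM final) reacts with free CoA thiol released as 20nM GCN5L2 acetylates H3(1-25) peptide (75uM) using acetyl-CoA (70uM). Compound and enzyme sat 15 min beforehand; 20 min room-temperature reaction.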
DT40 TDP1 CPT = DT40-hTDP1 cell growth loss with CPT | 420,000 compounds, 12% hits | chicken DT40 Tdp1-/-;hTDP1 cells + 20 nM CPT, ATP luminescence, 48 h | AID 686979 | Potency, µM (highest dose often 46.2 µM), for the others: at the highest dose activity change, negative = growth inhibition, usual class: inhibitors; note: nearly all actives have a fitted effect of over 55% in size
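Chicken DT40 Tdp1-/- cells complemented with human TDP1, 400 cells/well, exposed to compounds plus 20 nM camptothecin for at least 48 h at 37 C; viability read as ATP content by CellTiter-Glo luminescence.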
Numbers without * were called inactive; ? = inconclusive; . = not tested or not shown; [ ] = dose if it differs, or a comment. Calls come from the whole dose curve; as a rule, active = well fitted curve in the direction sought with a large enough effect; inconclusive = small, poorly fitted or top-dose-only effect, or another doubt; inactive = no such curve, though single readings can be large; an effect the other way counts as inactive or inconclusive. % is set by controls: 0 for no effect and ±100 for the full control effect; potency is the fitted concentration of half-maximal effect. Only part of the results is shown; count on the stated rates, not on these rows.

canonical_smiles	TDP1 cell noCPT	KAT2A inh	DT40 TDP1 CPT
CC1=C(C(=O)OC(C)(C)C)C(c2cccc3ccccc23)NC(=O)N1 (centres undefined)	?	?	?
c1ccc2[nH]cnc2c1	-23%	.	10%
Cc1noc(COc2ccc(OCc3nc(C)no3)cc2)n1	1%	-5%	-20%
C=CCN1CC(O)=C(c2ccccc2)C1=N	-7%	-16%	-13%
O=C(O)c1cc(-c2cccs2)nc2cc3c(cc12)OCCO3	-13%	-16%	-7%
NC(=O)c1ccc(NC(=O)COC(=O)/C=C/c2cccs2)cc1	-16%	2%	-25%
O=C(/C=C/c1ccc([N+](=O)[O-])cc1)NCc1cccnc1	-11%	-18%	-16%
CCN(CC(=O)Nc1ccc2c(c1)OCCO2)c1nc(-c2cccnc2)nc2ccccc12	23µM*	0%	?
CCC(C(=O)NCc1ccco1)N(C(=O)CNS(=O)(=O)c1ccc(C)cc1)c1ccccc1F (centres undefined)	?	0%	-22%
Cc1ccc(-n2ncc3c(NCc4ccco4)ncnc32)c(C)c1	?	-18%	?
c1ccc(-c2cn3c(n2)CCc2ccc4cccnc4c2-3)cc1	16µM*	-22%	13µM*
COc1cccc(OC)c1C(=O)OCC(=O)NCC1CCCCC1	?	.	?
O=c1c(-c2ccco2)[n+]([O-])c2ccccc2n1OCc1ccccc1F	?	-8%	-26%
CCOC(=O)CSC(CC)C(=O)Nc1nnc(CC)s1 (centres undefined)	-16%	-3%	-7%
COc1ccc(CN2CCN(c3ccccc3OC)CC2)c(OC)c1	?	-17%	-26%
CCOc1ccc(Oc2c(/C=N/NC(C)=O)c(C)nn2-c2ccccc2)cc1	?	-1%	-18%
O=C(COc1cccc(Br)c1)Nc1ccc(Cl)c(S(=O)(=O)N2CCOCC2)c1	16µM*	-4%	21µM*
Cc1ccc(-c2nnn(CC(=O)N3CCCCC3)n2)cc1	-3%	-28%	5%
CCN(CC)CCCNC(=O)c1cn(C)c2ccc(S(=O)(=O)N(C)C)cc2c1=O	-6%	-17%	2%
[N-]=[N+]=CC(=O)C(O)(c1ccccc1)C(Cl)c1ccccc1 (centres undefined)	-28%	.	?
Cc1[nH]c(C)c(S(=O)(=O)NCc2ccc(Cl)cc2)c1C(=O)N1CCCC1	-6%	3%	-20%
Cc1c(Cl)c(C(=O)NNC(=S)NCc2ccco2)nn1C	-13%	-1%	-9%
Cc1ccc(CN(Cc2ccccc2)C(=S)NCC(=O)NCc2cccnc2)o1	-11%	-16%	?
COc1ccccc1CNC(=O)C(Cc1ccccc1)NC(=O)c1ccccc1 (centres undefined)	?	-1%	?
COc1ccc(NC(=O)CSc2nc(C)cc(C)n2)cc1	-25%	-1%	-12%
COc1cccc(-c2nc3cc(SC)ccc3cc2CN(C(=O)c2csc(C)n2)C2CC2)c1	?	.	-15%[9.04 µM]
O=C(c1ccco1)N1CCN(c2ncnc3scc(-c4ccc(F)cc4)c23)CC1	?	-2%	?
CCOC(=O)N1CCC2(CC1)C(C#N)=C(N)Oc1c2c(C)nn1-c1cccc(Cl)c1	18µM*	-4%	16µM*
O=C(O)CCC(NS(=O)(=O)c1ccc(-c2ccccc2)cc1)C(=O)O (centres undefined)	2%	-2%	3%
C/C(=N/NC(=O)CNC(=O)c1ccccn1)c1ccccc1	9%	3%	5%
COc1cc(CCC(=O)Nc2cccc(C(F)(F)F)c2)cc(OC)c1OC	13µM*	-1%	?
O=C(CCNS(=O)(=O)c1ccc(Cl)cc1)Nc1ccncc1	-29%	2%	0%
CN(C)CCCN(C(=O)c1ccc2c(c1)OCCO2)c1nc2cc3c(cc2s1)OCO3	-23%	-2%	?
COc1ccccc1-c1cc(=O)c2cccc(OC)c2o1	-28%	-19%	4%
Cc1cc(SCC(=O)NCC2CCCO2)nc2ccccc12 (centres undefined)	2%	-1%	3%
Cc1cccc(C(=O)N[C@H](C(=O)OCc2cc(=O)n3c(n2)sc2ccccc23)C(C)C)c1	?	?	?
O=C(NCc1cccnc1)c1cccc(S(=O)(=O)N2CCCC2)c1	-24%	0%	0%
O=C(CSc1ccc(Cl)cc1)NC1=NN(c2ccccc2)C(=O)C1	3%	-26%	-20%
COCc1cccc(C(=O)NC(c2ccccc2)c2ccccc2)c1	-10%	1%	-6%
COc1ccc(Br)cc1CN(C)C(=O)c1ccccc1OCc1c(C)noc1C	16µM*	-5%	?
CCOC(=O)N1CCN(S(=O)(=O)c2ccc(OCC(=O)OC)c(C)c2)CC1	1%	-8%	-5%
COc1ccc(CCNc2nc3c(-c4cccc(C(F)(F)F)c4)nnn3c3ccccc23)cc1OC	16µM*	-6%	?
CCCn1cc(CN2CCC(Cc3ccccc3)(C(=O)OCC)CC2)c(C)n1	?	-5%	?
O=C1NC(=S)SC1=Cc1ccccc1Br	?	.	?
COc1ccc(S(=O)(=O)n2c(C)nc3ccccc32)cc1C	-7%	-5%	-15%

Remaining list, next part.
SMILES,TDP1 cell noCPT,KAT2A inh,DT40 TDP1 CPT
O=C(/C=C/c1ccccc1Cl)N(Cc1ccccc1)C1CCS(=O)(=O)C1 (centres undefined),?,-2%,?
O=C(CCc1nc2ccccc2c(=O)[nH]1)Nc1cccc(S(=O)(=O)N2CCOCC2)c1,-26%,2%,0%
CCOC(=O)N1CCN(CC(=O)Nc2ccc(OC)cc2)CC1,-13%,.,1%
COc1ccc(C(=O)c2ccc([N+](=O)[O-])cc2)c(OC)c1OC,-4%,.,2%
COc1cc(C(=O)Nc2nnc(C(F)(F)F)s2)c([N+](=O)[O-])cc1OC,-20%,-4%,-28%
CN(C(=O)c1ccncc1)c1ccccc1,-2%,-12%,16%
CC(C)N(C(=O)[C@H]1C[C@H](CC(=O)NCCN2CCOCC2)C(=O)N2CCc3c([nH]c4cc(CCC(=O)N(C)C)ccc34)[C@]12C)C(C)C,-8%,-2%,-9%
Cc1cccc(NC(=O)c2ccc3nccnc3c2)n1,-25%,4%,?
Cc1cccn2c(=O)nc(SCC(=O)N3N=C(c4cccs4)CC3c3ccc(F)cc3)nc12 (centres undefined),?,1%,?
O=C(NNc1ncnc2c1cnn2-c1ccccc1)c1cccc(Cl)c1,?,2%,?
Nc1ccn(-c2ncc(C(F)(F)F)cc2Cl)c(=O)n1,13%,-7%,15%
CC1=C(C(=O)N(C(C)C)C(C)C)CC(CC(=O)NC2CC2)C(=O)N1Cc1ccccc1 (centres undefined),-15%,.,3%
Cc1cccc(C)c1OCc1n[nH]c(=S)o1,?,-8%,-15%
COc1cccc(CN2C(=O)c3ccccc3Sc3ccc(C(=O)N(C)Cc4ccccc4)cc32)c1,18µM*,-8%,?
CC(C)NC(=O)CSc1nc2sccc2c(=O)n1-c1ccccc1,?,6%,-4%
COCCNC(=S)NCc1ccc2[nH]c3c(c2c1)CCCC3,-26%,-10%,-15%
COc1ccc(-c2nc3ccccc3s2)cc1NC(=O)c1cccc([N+](=O)[O-])c1C,-11%,-2%,-14%
Cn1nccc1NC(=O)COCC(=O)O,0%,5%,3%
O=C(NCc1ccc(Cl)cc1)c1cc([N+](=O)[O-])ccc1Cl,9%,0%,-1%
CCOC(=O)C(CC)n1cnc2c(nnn2-c2ccc(C)cc2)c1=O (centres undefined),-35%,-3%,-19%
COC(=O)C1=C(Nc2ccccc2NS(=O)(=O)c2ccc(C(F)(F)F)cc2Cl)CSC1,-31%,-13%,1%
O=C(O)c1ccc(N/N=C/c2c(F)cccc2Cl)cc1,23%,-6%,-1%
O=C(Nc1csc(Cl)c1)c1ccccc1,-21%,.,-3%
Cn1nnnc1SCC(=O)Nc1ccc2c(c1)OCCO2,-1%,-1%,1%
Cc1ccc(C)c(NC(=O)CN(C)C(=O)COc2ncnc3sccc23)c1,-25%,0%,-25%
CCOc1ccc(N2CC(C(=O)NCCc3ccc(F)cc3)CC2=O)cc1 (centres undefined),-7%,-2%,2%
O=C(N/N=C/c1cc([N+](=O)[O-])ccc1O)c1ccc2c(c1)OCCO2,1.5µM*,-13%,2.1µM*
CCn1nc([N+](=O)[O-])c(C(C#N)c2nc3ccccc3n2C)c(Cl)c1=O (centres undefined),?,-2%,?
c1ccc(-c2nnc(-c3ccccn3)nc2NC2CCCCC2)cc1,5.8µM*,-5%,6.5µM*
COc1ccccc1/C=N/n1c(N)c(S(=O)(=O)c2cccs2)c2nc3ccccc3nc21,31%[activator],-8%,-10%

14 compounds from above, sorted by molecular weight, descending:
SMILES,TDP1 cell noCPT,KAT2A inh,DT40 TDP1 CPT
COc1cccc(CN2C(=O)c3ccccc3Sc3ccc(C(=O)N(C)Cc4ccccc4)cc32)c1,18µM*,-8%,?
COC(=O)C1=C(Nc2ccccc2NS(=O)(=O)c2ccc(C(F)(F)F)cc2Cl)CSC1,-31%,-13%,1%
COc1ccc(-c2nc3ccccc3s2)cc1NC(=O)c1cccc([N+](=O)[O-])c1C,-11%,-2%,-14%
Cc1ccc(C)c(NC(=O)CN(C)C(=O)COc2ncnc3sccc23)c1,-25%,0%,-25%
CCn1nc([N+](=O)[O-])c(C(C#N)c2nc3ccccc3n2C)c(Cl)c1=O (centres undefined),?,-2%,?
CCOc1ccc(N2CC(C(=O)NCCc3ccc(F)cc3)CC2=O)cc1 (centres undefined),-7%,-2%,2%
CC(C)NC(=O)CSc1nc2sccc2c(=O)n1-c1ccccc1,?,6%,-4%
O=C(N/N=C/c1cc([N+](=O)[O-])ccc1O)c1ccc2c(c1)OCCO2,1.5µM*,-13%,2.1µM*
CCOC(=O)C(CC)n1cnc2c(nnn2-c2ccc(C)cc2)c1=O (centres undefined),-35%,-3%,-19%
c1ccc(-c2nnc(-c3ccccn3)nc2NC2CCCCC2)cc1,5.8µM*,-5%,6.5µM*
Cn1nnnc1SCC(=O)Nc1ccc2c(c1)OCCO2,-1%,-1%,1%
O=C(O)c1ccc(N/N=C/c2c(F)cccc2Cl)cc1,23%,-6%,-1%
O=C(Nc1csc(Cl)c1)c1ccccc1,-21%,.,-3%
Cn1nccc1NC(=O)COCC(=O)O,0%,5%,3%

Continued.
SMILES,TDP1 cell noCPT,KAT2A inh,DT40 TDP1 CPT
O=C(Nc1cccc(OC(=O)c2ccco2)c1)c1ccco1,-10%,-3%,-8%
FC(F)(F)c1cc(-c2cccc(Br)c2)nc2ncnn12,-11%,-4%,-11%
CN(CCC(=O)Nc1ccc(Br)cc1)Cc1ccccc1,?,-5%,?
CCOc1ccc(OCC)c(NC(=O)CSc2nc3c(c(=O)n(C)c(=O)n3C)n2C(C)C)c1,21µM*,-9%,16µM*
CCc1nn2c(=O)cc(COC(=O)c3ccc(NC(=O)C4CCCCC4)cc3)nc2s1,18µM*,35%[activator],?
Cc1ccc(OCC(=O)NCCNC(=O)c2ccco2)cc1C,-1%,3%,-4%
O=C(NCC(=O)N1CCN(S(=O)(=O)c2ccccc2F)CC1)c1ccc2ccccc2c1,?,-2%,-7%
NC(=S)N=Nc1ccc(NN=C(N)N)cc1,1.5µM*,?,1.3µM*
CCCSc1nnc(NC(=O)Nc2ccc(F)cc2)s1,21µM*,-7%,21µM*
Cc1nnc(SCC2=C(C(=O)O)N3C(=O)C(NC(=O)Cn4ncc(Cl)c4C)C3SC2)s1 (centres undefined),0%,-18%,21%
CC(C)C(NC(=O)c1ccoc1)c1nnc2n1CCN(C(=O)/C=C/c1ccc(F)cc1)CC2 (centres undefined),-21%,.,1%
Cc1nc(S(=O)(=O)Cc2ccccc2)nc2c1CCC2,9%,-5%,5%
CC(=O)Nc1cc2c(cc1C(=O)c1ccccc1)OCCO2,?,3%,-10%
Cc1ccc(NC(=O)c2oc3ccc(S(=O)(=O)N4CCOCC4)cc3c2C)cc1C,-18%,2%,?
CCOC(=O)C1=C(CSc2nc3ccccc3s2)NC(=O)NC1c1cccc([N+](=O)[O-])c1 (centres undefined),?,36%[activator],18µM*
O=C(NCC(=O)N1CCCCCCC1)c1ccccc1Cl,12%,0%,-3%
COc1ccc(C=O)cc1COc1ccc(F)cc1F,?,0%,?
COc1cccc(CC(NC(C)=O)C(=O)NC2CCN(C(=O)c3ccc(Cl)cc3)CC2)c1 (centres undefined),5.8µM*,-3%,-22%
